SW480 rereplic – A quantitative high throughput screen for small molecules that induce DNA re-replication in SW480 colon adenocarcinoma cells | SW480 DNA re-replication, Hoechst DNA content imaging, 48 h | Potency, µM (top dose mostly 46.1 µM), for the others: at the top dose re-replication activation, most hits filed as activators | hit rate 1.8% among 340,000 | AID 624297, 2012; also: potency is read from the fitted curve at half-maximal effect; % of control where 0% means no effect; nearly all actives have a fitted effect of over 55% in size
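DNA re-replication was detected as more nuclei of elevated Hoechst intensity after 48 hr exposure to compound (23 nL pinned per well of 250 cells).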
KB-V1 MDR tox – qHTS assay for MDR1-selective chemotherapeutics: Primary screen using the drug-selected MDR subline cells KB-V1; KB-V1 MDR cells viability, CellTiter-Glo, 72 h; Potency, µM (series often up to 46.1 µM), inactives show top-dose activity change, negative = cytotoxicity, hits mostly cytotoxic; hit rate 3.4% among 400,000; AID 1347076, 2019; also: potency is read from the fitted curve at half-maximal effect; % is scaled to controls: 0 for no effect and ±100 for the full control effect; nearly all actives have a fitted effect of over 60% in size
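In this primary screen, KB-V1 cells overexpressing P-gp are incubated with library compounds (lowest to highest concentration) for 72 h at 37 degrees C before a luminescent ATP viability read.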
HT1080-NT tox – qHTS for induction of synthetic lethality in tumor cells producing 2HG: qHTS for the HT-1080-NT fibrosarcoma cell line | HT-1080-NT fibrosarcoma viability, CellTiter-Glo ATP luminescence, 48 h | Potency, µM (titrated, usually from 46.1 µM), for inactives: at the top dose activity, negative = less viability, most hits filed as cytotoxic | hit rate 1.6% among 360,000 | AID 686970, 2013;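 also: NT is the 2HG producing partner of a matched IDH1 knockdown line; potency is read from the fitted curve at half-maximal effect; 0% = DMSO-treated cells and -100% = media-only wells without cells; nearly all actives have a fitted effect of over 55% in size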
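Compounds were tested in concentration-response format on HT-1080-NT cells for 48 hours at 37 degrees C. Cell viability came from CellTiter-Glo luminescence; curves were classified by r2, response magnitude and activity.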
KB-3-1 cytotox – qHTS assay for MDR1-selective chemotherapeutics: Primary screen using the parental adenocarcinoma cell KB-3-1; KB-3-1 viability, CellTiter-Glo ATP luminescence, 72 h; Potency, µM (highest dose often 46.1 µM), without a hit: at the top dose activity change, negative = cytotoxic, most hits filed as cytotoxic; hit rate 1.4% among 400,000; AID 1347075, 2019; also: potency is read from the fitted curve at half-maximal effect; % is scaled to controls: 0 for no effect and ±100 for the full control effect; nearly all actives have a fitted effect of over 60% in size
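Using CellTiter-Glo luminescence, growth of non-resistant KB-3-1 adenocarcinoma cells is assessed 72 h after pin-tool compound addition at 37 °C. Normalized responses across the concentration series yield fitted curves.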
ATXN viability – Viability Counterscreen for Primary qHTS for Inhibitors of ATXN expression; S2 cells (HEK-293 line with an ATXN2-luciferase reporter) viability, CellTiter-Fluor protease fluorescence, 24 h; Potency, µM (top dose mostly 56.7 µM), most hits filed as cytotoxic; hit rate 0.49% among 400,000; also: potency is read from the fitted curve at half-maximal effect; nearly all actives have a fitted effect of over 40% in size
ATXN2 expr inh – Primary qHTS for Inhibitors of ATXN expression. HEK-293 ATXN2-luciferase reporter, luminescence, 24 h. Potency, µM (series often up to 57 µM), for inactives: at the highest dose activity change, negative = inhibition, usual class: inhibitors. hit rate 0.72% among 360,000. AID 1745845, 2022; also: potency is read from the fitted curve at half-maximal effect; % is scaled to controls: 0 for no effect and ±100 for the full control effect; nearly all actives have a fitted effect of over 55% in size
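ATXN2-luciferase reporter cells (luciferase flanked by upstream and downstream ATXN2 gene portions) were treated 24 h at 37 °C with compounds at up to 57 uM. SteadyGlo luminescence gave expression; GF-AFC fluorescence gave viability.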
HT1080 IDH1KD tx – qHTS for induction of synthetic lethality in tumor cells producing 2HG: qHTS for the HT-1080-IDH1KD cell line | Potency, µM (titrated, usually from 46.1 µM), without a hit: top-dose activity, negative = toxicity, most hits filed as cytotoxic | HT-1080 IDH1 knockdown viability, ATP luminescence, 48 h | hit rate 2% among 360,000;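 also: potency is read from the fitted curve at half-maximal effect; 0% = DMSO wells and -100% = cell-free medium wells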
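Viability of IDH1-knockdown HT-1080 fibrosarcoma cells was assessed by CellTiter-Glo after 48 h at 37 °C with titrated compound; concentration-effect curves were classified by fit quality and response size.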
MCF10A rereplic – A quantitative high throughput screen for small molecules that induce DNA re-replication in MCF 10a normal breast cells; Potency, µM (series often up to 46.1 µM), without a hit: top-dose activity, positive = re-replication, usual class: activators; hit rate 2.9% among 350,000; MCF 10A DNA re-replication, Hoechst nuclear intensity, 48 h; also: potency is read from the fitted curve at half-maximal effect; % of control where 0% means no effect; nearly all actives have a fitted effect of over 50% in size
IL1B secr inh – qHTS for Inhibitors of Inflammasome Signaling: IL-1-beta AlphaLISA Primary Screen; THP-1 LPS/ATP IL-1B secretion, AlphaLISA, 16 h; hits give low values; activity change, % at 57.5 µM; hit rate 4.7% among 360,000; AID 743279, 2014; in the data active = activity change below about -50%; inconclusive = mostly about -30% to -49%; also: % is scaled to controls: 0 for no effect and ±100 for the full control effect
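Secreted IL-1B measured by AlphaLISA bead assay after 16 h compound exposure of THP-1 cells; compounds (final up to 57.5 uM) added 1 h before LPS (250 ng/mL) and ATP (1.25 mM) stimulation; lower signal means less secretion.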
* = called active by the depositor; i = inactive; ? = inconclusive; . = not tested or not shown; & = joins results of further samples; [ ] = dose if it differs, or a comment. Unless noted, calls follow the shape of the dose curve; as a rule, active = well fitted curve in the direction sought with a large enough effect; inconclusive = small, poorly fitted or top-dose-only effect, or another doubt; inactive = no such curve, though single readings can be large; an effect the other way counts as inactive or inconclusive. Compounds were not picked by outcome (roughly 11% active in at least one column).

SMILES	SW480 rereplic	KB-V1 MDR tox	HT1080-NT tox	KB-3-1 cytotox	ATXN viability	ATXN2 expr inh	HT1080 IDH1KD tx	MCF10A rereplic	IL1B secr inh
Cc1ccsc1C(=O)OCC(=O)Nc1cccc(F)c1	?	-2%	-4%[9.24 µM]	-26%	.	8%	-2%	-3%	0
CCCn1cnnc1CNC(=O)C1CCC(=O)N(CCc2cccc(F)c2)C1 (stereo unspecified)	2%	2%	22%	-1%	i	1%	12%	5%	12
CNNCc1ccc(C(=O)NC(C)C)cc1	-35%&7%[inhibitor]	8%	28%	0%	i	7%&-11%&2%	16%	2%&-2%	3
O=C(NC1CCN(Cc2ccccc2)CC1)c1ccc(Cn2c(=O)c3ccccc3n(Cc3ccc(Cl)cc3)c2=O)cc1	.	?	.	-22%	i	1%	.	.	.
COc1ccc(CCNC(=O)CSc2nc3c(sc(=S)n3-c3ccccc3)c(=O)[nH]2)cc1OC	.	3%	14%	-2%	i	.	8%	.	20
Cn1c(SCC(=O)NCCNC(=O)CSc2nnc(C(F)(F)F)n2C)nnc1C(F)(F)F	1%	0%	4%	11%	i	6%	7%	-4%	-1
CCOC(=O)c1cc(CC)sc1NC(=O)COc1ccc2c(C)cc(=O)oc2c1	-3%	9%	16%	1%	?	-35%	16%	-7%	22
Cc1ccc(N(C(C)C(=O)Nc2ccc(S(=O)(=O)N3CCOCC3)cc2)S(C)(=O)=O)cc1C (stereo unspecified)	6%	0%	-9%	-3%	i	-10%	-3%	1%	0
C=CCc1cccc(CNc2nc3ccccc3n2CC)c1O	0%	-7%	?	-6%	i	-8%	?	?	-16
COc1ccc(/C=N/N=C2/NC(=O)C(CC(=O)NC(N)=O)S2)cc1 (stereo unspecified)	-71%[1.84 µM]	10%	3%	-1%	i	-13%[2.22 µM]	0%	-21%	8
CN(C)C(N)=NCCC[C@H](N)C(=O)O	1%	12%	16%	0%	i	1%	11%	3%	-10
CCCNc1nc(Nc2ccc(C)cc2)nc(N2CCCC2)n1	7%	4.1µM*	-17%	?	?	-27%	-6%	?	-23
CC[C@@]1(c2ccccc2C)C(=O)N(C(=O)OC)N1C(=O)OC	-5%	?	9%	0%	i	16%	15%	-17%	-58*
NNC(=O)CS(=O)(=O)c1ccc(Cl)cc1	8%	3%	2%	0%	i	.	11%	-1%	2
COC(=O)c1ccc2c(=O)n(CCN3CCOCC3)c(SCC(=O)Nc3ccccc3Cl)nc2c1	-11%	-5%	16%	-11%	i	1%	19%	-1%	-10
CCn1c(=O)c2ccccc2n(Cc2cccc(C)c2)c1=O	-3%	?	-8%	0%	i	-23%	-18%	3%	-3
O=C(c1cccc(C(F)(F)F)c1)N1CCN(CCc2ccccc2)CC1	?	-1%	1%	8%	i	0%	3%	4%	-10
Cc1ccc(CN2C(=O)S/C(=C\c3ccccc3OCC(=O)O)C2=O)cc1	-15%	8%	0%	0%	?	.	5%	3%	27
c1ccc2c(N3CCCCC3)nc(N3CCCCC3)nc2c1	-6%	?	1%	?	i	-22%	-5%	-4%	4
CC(C)Sc1nc2ccccc2n1CC(N)=O	-19%	3%	8%	-7%	i	-7%	10%	12%	10

(listing goes on)
SMILES	SW480 rereplic	KB-V1 MDR tox	HT1080-NT tox	KB-3-1 cytotox	ATXN viability	ATXN2 expr inh	HT1080 IDH1KD tx	MCF10A rereplic	IL1B secr inh
CCc1ccc(-c2cc(C)no2)cc1S(=O)(=O)N1CCN(c2cccc(C)c2C)CC1	-29%	?	5%	?	i	-5%	0%	?	36
O=C(CC(c1ccccc1)c1ccccc1)OCn1nnc2ccccc2c1=O	-1%	3%	5%	8%	i	-7%	11%	5%	-12
Cc1cc(NCCO)c2ccccc2n1	1%	0%	15%	0%	?	1%	27%	2%	2
O=C(Cn1c(-c2cccs2)cc2cc(F)ccc21)N1CCCCC1	.	7%	.	-2%	?	1%	.	.	.
Cn1c(=O)c2c(nc(CCC3CCCC3)n2C)n(C)c1=O	-3%	-27%	0%	-5%	i	-22%	0%	5%	0
COc1cccc(CCNC(=O)c2cc(COc3ccc(C)c(C)c3)on2)c1OC	.	?	2%	?	i	.	-1%	.	-23
COc1ccc2nc(SCC(=O)N3CCCCCC3)c(C#N)cc2c1	3%	?	2%	16%	?	39%	5%	?	?
O=C(CCc1nnc(Cc2ccc(-c3ccccc3)cc2)o1)N1CCCC1	-5%	-6%	-20%	-13%	i	-18%	-2%	6%	-26
NC(N)=NS(=O)(=O)c1ccc(NC(=S)NC(=O)c2ccc3c(c2)OCO3)cc1	25%	-4%	-10%	-1%	i	.	-5%	22%	-2
O=C(O)c1cccc(S(=O)(=O)N2CCCC2)c1	1%	-10%	-2%	?	i	-2%	6%	-2%	0
Cc1ccc(O)c(-c2cc(-c3cccc(Br)c3)n[nH]2)c1	?	2%	?	1%	i	20%	?	?	?
c1coc(CNc2ncnc3[nH]ncc23)c1	-12%	14%&-6%	3%	-15%&-28%	i	4%	20%	-4%	15
CCOc1ccccc1OCCOCCN1CC(C)OC(C)C1 (stereo unspecified)	-2%	-7%	8%	12%	i	-4%	17%	3%	0
Cc1ccc(S(=O)(=O)CCC(=O)OCC(=O)N(C)c2ccccc2)cc1	-64%[inhibitor]	26%	13%	19%	i	4%	10%	21%	-12
COc1ccccc1C(=O)Nc1onc2c1CCCC2	.	-13%	.	7%	i	-22%	.	.	.
CCOC(=O)C1CCN(C(=O)COc2ccc(S(=O)(=O)N3CCCC3)cc2C)CC1	-12%	?	3%	4%	i	-24%	-12%	-10%	16
O=C(CCn1cnnn1)N1CCCC(Nc2ccc(F)c(F)c2)C1 (stereo unspecified)	4%	.	?	.	i	7%	0%	-50%[inhibitor]	1
CCOc1ccccc1CNS(=O)(=O)c1ccc2c(c1)CCCN2C(C)=O	.	-18%	.	-16%	i	4%	.	.	.
CC(=O)Nc1ccc(NC(=O)c2cccc(Oc3ccccc3)c2)cc1	-4%	?	-27%	-5%	i	-5%	-14%	8%	5
O=C(OCc1cc(Cl)ccc1OC(F)F)c1cncc(Br)c1	?	4%	-1%	14%	i	-3%	2%	-11%	21

(further entries)
SMILES	SW480 rereplic	KB-V1 MDR tox	HT1080-NT tox	KB-3-1 cytotox	ATXN viability	ATXN2 expr inh	HT1080 IDH1KD tx	MCF10A rereplic	IL1B secr inh
CCN(CC)S(=O)(=O)c1ccc(C(=O)N2CCN(c3ncccn3)CC2)cc1	-13%	19%	21%	0%	i	10%	11%	4%	-12
CC(C(=O)N1CCc2ccccc21)N1CCN(S(=O)(=O)c2ccc(C(F)(F)F)cc2)CC1 (stereo unspecified)	-2%	?	1%	-11%	?	-14%	2%	0%	-8
O=C(CCN1C(=O)/C(=C/c2ccccc2)SC1=S)NCCc1ccc(O)cc1	?	-8%	?	?	i	-3%	?	?	-12
COc1cccc(CNS(=O)(=O)c2ccc(S(=O)(=O)NC3CC3)cc2)c1	-10%	-1%	-15%	0%	i	2%	1%	1%	-5
CCCCCC(=O)N1C[C@@H](n2cc(COC(=O)c3ccccc3)nn2)[C@H](O)C[C@@H]1c1ccc(C)cc1	.	18%	18%	4%	i	9%	9%	.	24
CC(C)(C)OC(=O)C[C@H]1C/C=C\C[C@@H](CC(=O)N(CCO)Cc2ccccc2)C(=O)N[C@H](Cc2ccccc2)COC1=O	-3%	16%	-3%	19%	i	8%	10%	12%	-13
CCCCn1c(O)c(/C=C2\C=NN=C2c2ccccc2)sc1=S	?	-28%	-15%	-1%	?	-36%	-25%	10µM*	-85*
CCOc1cc(N2CCOCC2)c(OCC)cc1NC(=O)Cn1[nH]c(=O)c2ccccc2c1=O	-7%	?	-6%	25%	i	2%	-4%	-5%	-15
CCCCC(=O)OC1=C(C(=O)c2ccccc2)N(CC)S(=O)(=O)c2ccccc21	.	?	.	?	?	?	.	.	.
O=C(CC[C@H]1O[C@@H](n2ccc(=O)[nH]c2=O)[C@H](O)[C@@H]1O)N1CCN(Cc2cccc3ccccc23)CC1	.	14%	11%	0%	i	1%	19%	.	8
COC(=O)[C@@]12CCCCN1[C@H](c1ccc(-c3ccc(OC)cc3)cc1)[C@@H]1C(=O)N(C)C(=O)[C@@H]12	11%	0%	0%	?	?	?	-1%	-5%	-12
C[C@H](NC(=O)c1[nH]cnc1C(=O)Nc1cccc(Cl)c1)c1ccccc1	-3%	13%	?	8%	?	-12%	-8%	-6%	4
O=C(/C=C/c1ccc(F)cc1)NCCC1=CCCCC1	-8%	-28%	-1%	0%	i	13%	18%	?	-17
CC1(C(=O)NC(=S)NNC(=O)c2ccncc2)CCCCC1	9.2µM*	?	-19%	?	i	-27%	?	11%	15
CCOc1ccc(S(=O)(=O)c2c(C(=O)c3ccccc3)cnc3cc4c(cc23)OCCO4)cc1	7%	3%	1%	-17%	i	5%	-2%	22%	-26
CCCCn1c(SCn2nnc3ccccc3c2=O)nc2cc(S(N)(=O)=O)ccc21	-1%	-3%	2%	-10%	i	0%	6%	-1%	2
O=C(Nc1cc(-c2ccc(F)c(F)c2)no1)c1ccccc1F	.	23%	.	1%	?	7%	.	.	.

Compound profiles, as listed above. Order of screens: SW480 rereplic | KB-V1 MDR tox | HT1080-NT tox | KB-3-1 cytotox | ATXN viability | ATXN2 expr inh | HT1080 IDH1KD tx | MCF10A rereplic | IL1B secr inh
Profile of CC1(C(=O)NC(=S)NNC(=O)c2ccncc2)CCCCC1 : 9.2µM* | ? | -19% | ? | i | -27% | ? | 11% | 15
Profile of O=C(CC[C@H]1O[C@@H](n2ccc(=O)[nH]c2=O)[C@H](O)[C@@H]1O)N1CCN(Cc2cccc3ccccc23)CC1 : . | 14% | 11% | 0% | i | 1% | 19% | . | 8

Bioassay records: PubChem BioAssay, National Center for Advancing Translational Sciences (NCATS)
